FN deposition inh: fibronectin deposition inhibition; inhibition, % at 12.6 µM; AID 743247; 350,000 compounds, 0.086% hits; AH1F fibroblasts, Alexa488-fibronectin deposition fluorescence, overnight;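 active means mean inhibition across replicates of 30% or more, regardless of how many single replicates reach that level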;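 further: positive control wells lacked labelled fibronectin entirely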
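Measured by – fluorescence 485/525 nm · System – AH1F fibroblast monolayer, labelled fibronectin deposition · Amount – 10000 cells per well · Buffer or medium – serum-reduced DMEM (2% serum) · Doses – single dose, pinned · Also added – fluorescent fibronectin at 24 nM final · Schedule – 1 h cell attachment, overnight exposure to compound and label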
LGR2 antag: inhibitors of bursicon-induced Drosophila LGR2 receptor cAMP signaling; AID 720647; inhibition, % at 9.99 µM; 380,000 compounds, 0.35% hits; HEK293 LGR2, CRE-luciferase, bursicon-stimulated, 4 h;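 active means drop in luminescence signal, shown as inhibition above about 50% in the replicate tests, limit read from the data, passing the limit was not always enough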;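 further: agonist challenge used bursicon conditioned medium at about half maximal strength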
Statin myotox sup: suppression of simvastatin myotoxicity; AID 602340; rescue of ATP level, % at 7.49 µM; 330,000 compounds, 0.78% hits; C2C12 myotubes + simvastatin, ATP luminescence, 48 h; scaled: DMSO 0, geranylgeraniol control 100;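 active means mean ATP rescue above about 67%, or every replicate alone reaching that limit, limit read from the data, passing the limit was not always enough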;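 further: myotubes were challenged with 10 µM simvastatin during compound exposure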
S100A4 inh HTS: S100A4-myosin IIA interaction inhibition. P26447. S100A4/TAMRA-MyoIIA peptide fluorescence polarization. inhibition, % at 10.7 µM. 360,000 compounds, 0.14% hits;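 active means mean inhibition of at least 70% across replicates, with every replicate also reaching that level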
Target sequence (P26447 whole entry, looked up): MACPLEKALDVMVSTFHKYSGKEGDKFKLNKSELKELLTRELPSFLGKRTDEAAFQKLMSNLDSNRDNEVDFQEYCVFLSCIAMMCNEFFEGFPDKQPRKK
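Assay system: human S100A4 monomer with TAMRA-labelled myosin IIA peptide / Buffer or medium: Calcium-containing HEPES buffer, pH 7.2 / Reagent: TAMRA-labelled myosin IIA heavy-chain peptide probe, 5 nM / Compound: one dose per compound / Timing: polarization read 5 min after assay mix addition, stable 5–60 min / Benchmarks: neutral control DMSO, positive control TFP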
esBAF inh: blocks esBAF chromatin remodeling in mouse ES cells; Bmi1-luciferase knock-in reporter, 24 h; 100% = twice the neutral-well signal; reporter increase, % at 12.5 µM; 350,000 compounds, 2% hits; in the data active means activation above about 40%;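 further: 0% = median of the plate's neutral control wells and 100% = double that signal; a rise in the Bmi1 reporter signal indicates esBAF inhibition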
SIRT5 block: sirtuin-5 (human) deacylase inhibition | Q9NXA8 | Purified SirT5, succinyl-peptide AMC, trypsin-coupled fluorescence | inhibition, % at 15 µM | 330,000 compounds, 1.1% hits; in the data active means inhibition above about 15%
Target sequence (Q9NXA8 whole entry, looked up): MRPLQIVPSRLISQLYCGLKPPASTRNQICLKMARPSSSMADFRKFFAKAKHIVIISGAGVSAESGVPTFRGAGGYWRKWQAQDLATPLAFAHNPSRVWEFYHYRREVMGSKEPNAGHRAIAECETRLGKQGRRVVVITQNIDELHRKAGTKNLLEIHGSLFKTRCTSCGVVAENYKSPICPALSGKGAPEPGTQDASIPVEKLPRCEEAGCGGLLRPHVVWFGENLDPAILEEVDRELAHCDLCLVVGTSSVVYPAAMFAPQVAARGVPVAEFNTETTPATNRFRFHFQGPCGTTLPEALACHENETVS
CASP6 VEID inh: blocks human caspase-6 cleavage activity. P55212. purified caspase-6, Z-VEID-R110 cleavage fluorescence. inhibition, % at 12.5 µM. 350,000 compounds, 0.53% hits. AID 686996;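 active means mean inhibition across replicates at least about 35%, with every replicate also reaching that limit, limit read from the data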;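 further: 0% = median of neutral control wells and 100% = no fluorescence left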
Target sequence (P55212 24-179 limits assumed): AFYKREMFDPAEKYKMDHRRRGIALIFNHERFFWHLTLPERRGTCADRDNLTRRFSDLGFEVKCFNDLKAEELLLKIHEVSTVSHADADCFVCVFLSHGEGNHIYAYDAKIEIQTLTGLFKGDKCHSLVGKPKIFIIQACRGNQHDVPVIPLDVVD
Target sequence (P55212 194-293 limits assumed): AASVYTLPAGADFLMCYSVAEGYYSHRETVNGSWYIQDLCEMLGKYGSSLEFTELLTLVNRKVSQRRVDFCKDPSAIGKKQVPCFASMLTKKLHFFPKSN
Active calls of the source: *; x = no result given. Only part of the results is shown. The share of hits here may be higher or lower than overall.

cpd	SMILES	FN deposition inh	LGR2 antag	Statin myotox sup	S100A4 inh HTS	esBAF inh	SIRT5 block	CASP6 VEID inh
1	C/C=C/C=C\C(=O)Nc1cccc(C2=NOC3(C2)C[C@@H](C(N)=O)N(C(=O)c2cc([N+](=O)[O-])cc([N+](=O)[O-])c2)C3)c1 (some centres not stated)	-6	-5	1	-6	5	0	2
2	O=C1C2C3CCC(O3)C2C(=O)N1c1cc(OCC(F)F)cc([N+](=O)[O-])c1 (configuration not stated)	0	-4	4	-7	-5	1	3
3	CC(=O)O/N=C/c1c(N2CCOCC2)n(C)c2ccccc12	7	x	1	x	1	x	x
4	CCCN(CC(=O)Nc1ccccc1OC)C(=O)c1cccc(S(=O)(=O)Nc2ccc(OC)cc2)c1	3	-4	-4	-6	2	1	-2
5	N#C[C@H]1[C@H](c2ccc(-c3ccccc3)cc2)[C@H](CO)N1C(=O)Cc1ccccc1	-1	-2	17	5	-1	15*	3
6	COCCN(C(=O)COC(=O)/C=C/c1nc2ccccc2s1)c1c(N)n(Cc2ccccc2)c(=O)[nH]c1=O	4	-8	15	-4	10	-3	0
7	COc1ccc(C#Cc2cnc3c(c2)C(=O)N([C@H](C)CO)C[C@H](C)[C@@H](CN(C)C)O3)cc1	-7	-8	0	2	-4	0	-1
8	COc1cc(CNc2nnnn2C)cc(OC)c1OC	3	0	10	-1	-8	-1	-3
9	Cc1nc(-c2nc(-c3c(C(=O)NNC(=O)Nc4ccccc4)noc3C)cs2)cs1	-2	x	-1	6	3	-1	-2
10	CC(C)C(=O)N1CCN(c2nc(-c3ccccc3)c3c(c2C#N)CCCC3)CC1	0	11	-8	-1	-1	-1	0
11	CC(C)(C)C(=O)Nc1ccccc1-c1nc2ccccc2[nH]c1=O	4	1	11	3	-1	2	0
12	CN(C(=O)c1ccc(NC(=O)Cc2ccc(NC(=O)C3CCCN(C(=O)C4CCCCC4)C3)cc2)cc1)C1CCCC1 (configuration not stated)	-20	10	-12	-1	0	0	-2
13	C/C=C/c1ccc2c(c1)O[C@@H](CN(C)C(=O)C1CCOCC1)[C@H](C)CN([C@@H](C)CO)S2(=O)=O	5	-4	-5	-3	-1	0	-1
14	CSc1ccccc1NC(=O)Cn1c(-c2cscn2)nc2ccccc21	-10	x	-3	x	4	x	x
15	O=C(N/C(=C\c1ccc([N+](=O)[O-])cc1)C(=O)N1CCOCC1)c1ccco1	-3	2	1	-2	2	1	2
16	Cc1ccc(OCCNC(=O)C(=O)NCc2ccco2)cc1	-42	43	x	-6	x	-2	-1
17	CC(C)c1csc2nc3n(c(=O)c12)CCCCC3	x	-24	-3	7	6	-3	-4
18	CNC(=O)/C(C#N)=C/c1ccc(-c2ccc(Cl)cc2)o1	1	-154	-1	19	80*	-3	x
19	CCOC(=O)CC(=O)NC(CC(=O)OC)c1ccc(Br)cc1 (configuration not stated)	-11	-3	-3	5	7	1	-1
20	C[C@@H]1CN([C@H](C)CO)C(=O)c2cccc(NS(=O)(=O)c3cccs3)c2O[C@@H]1CN(C)Cc1ccc(C(=O)Nc2ccccc2N)cc1	x	4	x	4	x	3	-1
21	CCOC(=O)C(C)n1nc(-c2ccccc2)c2ccccc2c1=O (configuration not stated)	2	2	2	5	-1	-8	-2
22	CCOC(=O)C1=CCN(S(=O)(=O)c2ccccc2C)C1c1ccc(C)cc1 (configuration not stated)	1	-6	-8	15	-4	0	5
23	COc1ccc(NC(=O)N(C)[C@H]2C[C@H]3c4[nH]c5ccc(-c6ccc(OC)cc6)cc5c4CCN3C[C@H]2[C@H](C)O)cc1	x	-26	1	-7	-10	1	-9
24	Cc1cc(NCCc2ccc(Cl)cc2)n2ncnc2n1	-22	10	x	-6	x	4	0
25	COc1ccc(CC(=O)Nc2cc(S(=O)(=O)Nc3ccc(OC)cc3)ccc2OC)cc1	4	-26	-20	-3	11	-6	-4

Shown with one line to a screen: entries from further up.
14. CSc1ccccc1NC(=O)Cn1c(-c2cscn2)nc2ccccc21
15. O=C(N/C(=C\c1ccc([N+](=O)[O-])cc1)C(=O)N1CCOCC1)c1ccco1

screen / no.	14	15
FN deposition inh	-10	-3
LGR2 antag	x	2
Statin myotox sup	-3	1
S100A4 inh HTS	x	-2
esBAF inh	4	2
SIRT5 block	x	1
CASP6 VEID inh	x	2

Other entries
cpd	SMILES	FN deposition inh	LGR2 antag	Statin myotox sup	S100A4 inh HTS	esBAF inh	SIRT5 block	CASP6 VEID inh
26	C[C@@H]1CN([C@H](C)CO)C(=O)c2cc(-c3ccc(F)cc3)cnc2O[C@H]1CN(C)Cc1ccc(C(=O)O)cc1	x	-4	-1	2	-1	0	2
27	C[C@@H]1CN([C@H](C)CO)S(=O)(=O)c2ccc(C#Cc3ccccn3)cc2O[C@H]1CN(C)Cc1ccccc1	-4	3	-26	3	10	2	1
28	CC(C)(C)c1nnc(NC(=O)c2cccnc2)s1	3	-3	1	4	10	-1	3
29	C[C@@H]1CN([C@H](C)CO)C(=O)Cc2cc(NC(=O)CCC(F)(F)F)ccc2O[C@H]1CN(C)Cc1ccc2c(c1)OCO2	x	4	22	2	-6	4	-2
30	O=C1Nc2ccccc2OC1CC(=O)N1CCCC1 (configuration not stated)	-7	4	1	-6	2	x	2
31	COc1ccccc1N1C(=O)CC(N2CCN(c3ccc(Cl)cc3)CC2)C1=O (configuration not stated)	-12	-2	-4	-1	-9	-1	2
32	O=C(CCN1CCCC1=O)NC1CCCc2c1cnn2-c1ccccc1F (configuration not stated)	0	8	8	0	3	-1	-4
33	CN1OC[C@@H]2CN(C(=O)c3ccc(-c4ccccc4)cc3)[C@H](c3ccc(-c4cccc(F)c4)cc3)C[C@@H]21	-7	14	7	-10	2	x	-3
34	COc1ccc(-n2c(SCC(=O)O)nnc2-c2ccc(NC(=O)c3ccccc3)cc2)cc1	3	-1	0	-2	-1	-4	-2
35	CCOC(=O)c1sc(N=NC2=C(O)CCCC2=O)c(C(=O)OCC)c1C	0	x	0	-3	3	6	0
36	O=C(NC[C@@H]1[C@@H](c2ccccc2)[C@@H](CO)N1Cc1ccccn1)NC1CCCC1	1	2	x	-11	x	-5	1
37	CC(C(=O)Nc1ccc2c(c1)OCCO2)N1Cc2ccccc2C1=O (configuration not stated)	-6	-12	x	32	x	-2	2
38	OC(CNCCc1ccc(C(F)(F)F)cc1)COc1ccc2ccccc2c1 (configuration not stated)	x	7	8	-10	0	-3	0
39	CC(C)(C)[Si](C)(C)OC[C@@H]1[C@H]2c3ccccc3O[C@]1(C)NC(=S)N2C(=O)c1ccccc1	x	x	x	-3	x	5	0
40	CC(C)NC(=O)N1C[C@H]2[C@@H](c3ccccc31)[C@H](CO)N2C(=O)c1ccccc1F	x	-3	-8	1	3	12	1
41	COc1cccc2c(N/N=C/c3ccccc3)cc(C)nc12	2	-62	18	-2	6	-6	-2
42	Cc1ccc(CC(=O)NCC(O)c2ccccc2)cc1 (configuration not stated)	10	-10	-7	1	-1	-3	-1
43	S=c1[nH]nc(-c2cc(-c3ccccc3)n[nH]2)n1/N=C/c1cccs1	5	-22	x	2	x	-2	5
44	C[C@@H]1CN([C@H](C)CO)C(=O)c2cc(C#CC3(O)CCCC3)cnc2O[C@@H]1CN(C)S(=O)(=O)c1ccccc1	x	0	3	2	6	3	-1
45	CC(C)(C)C1CCC(C(=O)Nc2ccccc2N2CCOCC2)CC1 (configuration not stated)	-6	-4	-14	-1	6	0	0
46	O=C1CCCN1c1cc(Cl)cc(Cl)c1	-3	14	x	-2	x	-3	-4
47	CCOc1ccccc1NC(=O)CCNS(=O)(=O)c1ccc(NC(C)=O)cc1	13	-4	-4	1	-3	-6	0
48	COc1ccc(CCn2cnn3c(=O)c4ccccc4nc3c2=O)cc1OC	9	-17	x	-2	x	x	-6
49	O=C(Cc1ccccc1)N/N=C\c1ccc(Br)o1	x	1	x	-22	x	1	5
50	O=C(c1ccccc1F)N1CC2(C1)[C@@H](c1ccccc1)[C@@H](CO)N2CC1CCCC1	x	4	x	4	x	2	2

Three entries already listed, sorted by the value under S100A4 inh HTS, high to low.
| # | structure | S100A4 inh HTS |
| --- | --- | --- |
| 42 | Cc1ccc(CC(=O)NCC(O)c2ccccc2)cc1 (configuration not stated) | 1 |
| 38 | OC(CNCCc1ccc(C(F)(F)F)cc1)COc1ccc2ccccc2c1 (configuration not stated) | -10 |
| 36 | O=C(NC[C@@H]1[C@@H](c2ccccc2)[C@@H](CO)N1Cc1ccccn1)NC1CCCC1 | -11 |

Grouped by structure: the entries above with a COOH group.
cpd	SMILES	FN deposition inh	LGR2 antag	Statin myotox sup	S100A4 inh HTS	esBAF inh	SIRT5 block	CASP6 VEID inh
26	C[C@@H]1CN([C@H](C)CO)C(=O)c2cc(-c3ccc(F)cc3)cnc2O[C@H]1CN(C)Cc1ccc(C(=O)O)cc1	x	-4	-1	2	-1	0	2
34	COc1ccc(-n2c(SCC(=O)O)nnc2-c2ccc(NC(=O)c3ccccc3)cc2)cc1	3	-1	0	-2	-1	-4	-2

Remaining list, next part
cpd	SMILES	FN deposition inh	LGR2 antag	Statin myotox sup	S100A4 inh HTS	esBAF inh	SIRT5 block	CASP6 VEID inh
51	O=C(Cc1ccccc1)c1ccc(Cl)cc1	1	-19	x	-7	x	3	-1
52	Cn1c(CNC(=O)c2ccco2)nnc1SCCOc1ccccc1	11	-6	-4	-2	-5	-4	-1
53	C[C@@H]1CN([C@@H](C)CO)C(=O)c2cc(NC(=O)CCN3CCOCC3)ccc2O[C@@H]1CN(C)C(=O)Nc1ccc(F)cc1	-2	-15	3	8	-3	-1	2
54	CC1=C(C)CC2C(=O)N(c3cccc4ccccc34)C(=O)C2C1 (configuration not stated)	5	-4	-7	1	0	x	3
55	CCCOc1ccc(-c2nnn(CC(=O)N3CCCC(C)C3)n2)cc1 (configuration not stated)	-6	-1	6	-5	7	-6	2
56	O=C(c1ccccc1N1CCOCC1)N1CCCC(Nc2ccc(F)cc2)C1 (configuration not stated)	5	-7	-2	0	1	1	-1
57	COc1ccc(S(=O)(=O)Nc2ccc3c(c2)CC(=O)N([C@H](C)CO)C[C@@H](C)[C@@H](CN(C)C(=O)Nc2ccc(F)cc2)O3)cc1	x	-17	9	x	0	x	x
58	N#Cc1ccc(C#Cc2ccc3oc4ccccc4c(=O)c3c2)cc1	16	0	-4	-5	-2	-4	-3
59	Oc1c(Br)cc(/C=N/n2c(-c3ccccc3)n[nH]c2=S)cc1Br	0	7	5	-4	0	3	0
60	CC(C)C[C@@H](CN)NC(=O)c1nc[nH]c1C(=O)N[C@@H](Cc1c[nH]c2ccccc12)C(=O)CNC[C@H](C)NC(=O)c1nc[nH]c1C(=O)N[C@@H](CC(=O)O)C(=O)O	4	14	1	3	-1	6	14
61	COc1ccc(OC)c(C(=O)c2coc3ccc(OCC(=O)O)cc23)c1	-2	x	3	x	-9	x	x
62	COc1ccc2nc(SCC(=O)Nc3nonc3C)[nH]c2c1	x	-6	x	-7	x	-2	0

Entries above containing a nitro group on carbon, in the order listed:
cpd	SMILES	FN deposition inh	LGR2 antag	Statin myotox sup	S100A4 inh HTS	esBAF inh	SIRT5 block	CASP6 VEID inh
1	C/C=C/C=C\C(=O)Nc1cccc(C2=NOC3(C2)C[C@@H](C(N)=O)N(C(=O)c2cc([N+](=O)[O-])cc([N+](=O)[O-])c2)C3)c1 (some centres not stated)	-6	-5	1	-6	5	0	2
2	O=C1C2C3CCC(O3)C2C(=O)N1c1cc(OCC(F)F)cc([N+](=O)[O-])c1 (configuration not stated)	0	-4	4	-7	-5	1	3
15	O=C(N/C(=C\c1ccc([N+](=O)[O-])cc1)C(=O)N1CCOCC1)c1ccco1	-3	2	1	-2	2	1	2

Screens (PubChem)
